ATXN viability: reduces viability in counter-screen for ATXN expression inhibitors; 400,000 compounds, 0.49% hits; AID 651635; Potency, µM (series often up to 56.7 µM), actives largely listed as cytotoxic; S2 cells (HEK-293 line with an ATXN2-luciferase reporter) viability, CellTiter-Fluor protease fluorescence, 24 h; further: potency means the concentration at half of the fitted maximal effect; nearly all actives have a fitted effect of over 40% in size
Nrf2 activator: Nrf2 pathway activation | AREc32 ARE-luciferase reporter (MCF7-derived line), luminescence, 24 h | Potency, µM (titrated, usually from 46.1 µM), for inactives: top-dose activation, hits mostly activators | 410,000 compounds, 0.31% hits | AID 624171; further: potency means the concentration at half of the fitted maximal effect; % of control where 0% means no effect; nearly all actives have a fitted effect of over 65% in size
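Nrf2 activation is followed as ARE-luciferase induction in the AREc32 line after one day of compound treatment; luminescence is read with Steady-Glo.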
CCT modulator: modulators of cytosolic chaperonin (CCT/TRiC) activity; 360,000 compounds, 0.3% hits; activity change, % (concentration not given with the values), hits read low; purified chaperonin ATPase assay, HTRF ADP detection, 30 min; in the data active means activity change below about -30%; further: on the % scale 0 is the no-effect control and ±100 the full control effect
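Enzyme 40 or 20 nM (batch-dependent) in Tris pH 7.4/KCl/MgCl2/DTT; cpd 76 uM single point; ATP 10 uM; 30 min 37 °C; Transcreener ADP HTRF detection, 30 min RT; ratio 665/615.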
TGFb inhibitor: blocks TGF-b signaling | Potency, µM (doses to about 46.1 µM), without a hit: at the top dose activity, negative = inhibition, most hits filed as inhibitors | 410,000 compounds, 1.2% hits | HepG2 CAGA-GFP TGF-b/SMAD3 reporter, GFP fluorescence, 18 h; TGF-beta stimulated, 500 pg/mL final | AID 588855; further: potency means the concentration at half of the fitted maximal effect; on the % scale 0 is the no-effect control and ±100 the full control effect; nearly all actives have a fitted effect of over 65% in size
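Inhibition was scored as loss of TGF-beta-induced (500 pg/mL final, 18 hours, 37 degrees C) GFP in HEPG2 cells carrying a CAGA-GFP reporter, in DMEM with 1% FBS. Well GFP was summed per cell; Activity was normalised to unstimulated and stimulated DMSO wells, then concentration-response fitting.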
Mm-Cpn inhibitor: M. maripaludis TRiC chaperonin inhibition. AID 504842. purified Mm-Cpn ATPase, ADP Transcreener TR-FRET. 330,000 compounds, 0.031% hits. Potency, µM (top dose mostly 76.9 µM), without a hit: at the highest dose activity, negative = inhibition, actives largely listed as inhibitors; further: potency means the concentration at half of the fitted maximal effect; on the % scale 0 is the no-effect control and ±100 the full control effect; nearly all actives have a fitted effect of over 80% in size
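ATPase read-out: TR-FRET ADP immunoassay (anti-ADP Eu cryptate vs ADP-d2), ex 320 nm, em 590/665 nm; signal drops as ADP forms. Enzyme 25 nM, ATP 10 uM, 30 min at 37°C after 10 min compound preincubation.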
A549 viability: A549 cytotoxicity, counter-screen for Nrf2 inhibitors | A549 ARE-Fluc cells, CellTiter-Fluor viability, 18-24 h | Potency, µM (series often up to 46 µM), inactives show top-dose activity change, negative = cytotoxicity, actives largely listed as inhibitors | 390,000 compounds, 0.16% hits; further: potency means the concentration at half of the fitted maximal effect; on the % scale 0 is the no-effect control and ±100 the full control effect
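A549 ARE_Fluc cells in 5% FBS OPTI-MEM were exposed to compounds in concentration-response for 18-24 h at 37 deg C. Viability was read by CellTiter-Fluor fluorescence (Ex 405/Em 525) after 30 min, before the luciferase read.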
HepG2 viability: HepG2 cytotoxicity, counter-screen for TGF-b inhibitors | HepG2 CAGA-GFP viability, ATP luminescence, 18 h | Potency, µM (titrated, usually from 46.1 µM), inactives show at the highest dose activity change, negative = cytotoxicity, usual class: cytotoxic | 410,000 compounds, 0.76% hits; further: potency means the concentration at half of the fitted maximal effect; some results filed as inactive show a strong effect at the top dose
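HepG2 CAGA-GFP cells (1000/well, DMEM with 1% FBS) received compound, then TGF-beta at 500 pg/mL final, and were incubated 18 hours at 37 degrees C. Viability was read by CellTiter-Glo luminescence. Media-only wells were set as complete cell-killing and DMSO as no toxicity.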
Nrf2 block: Nrf2 pathway inhibition; A549 ARE-Fluc reporter, luciferase luminescence, 18-24 h; Potency, µM (doses to about 46 µM), for the others: at the top dose activity change, negative = inhibition, hits mostly inhibitors; 360,000 compounds, 2.1% hits; AID 504444; further: potency means the concentration at half of the fitted maximal effect; on the % scale 0 is the no-effect control and ±100 the full control effect; nearly all actives have a fitted effect of over 60% in size
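A549 ARE_Fluc cells (5000/well, 5% FBS OPTI-MEM) pre-incubated 2 h, then treated with compounds 18-24 h at 37C/5% CO2 in concentration-response. CellTiter-Fluor viability read first; BugLite luciferase luminescence after 15 min at room temperature gives Nrf2 activity.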
Akt phos inh: Akt phosphorylation inhibition; activity change, % for hits at 50 µM; 360,000 compounds, 0.32% hits; Neuro2A IGF-stimulated pAkt S473 HTRF, 20 min; active compounds read low; in the data active means activity change below about -80%; inconclusive means mostly about -51% to -80%; further: on the % scale 0 is the no-effect control and ±100 the full control effect
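Neuro2A cells (4,500/well, DMEM with 0.5% FBS) were treated with compound at a single 50 µM final concentration, stimulated with 6 nM IGF for 20 min at 37 °C, and lysed. Phospho-Akt Ser473 was read by HTRF as 665/615 ratio ×10^4.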
* hit, by the source's call; i = inactive; u = inconclusive; x = no result given; & = joins results of further samples; [ ] = dose if it differs, or a comment. Unless noted, the call rests on the fitted dose curve; in most records, active means well fitted curve in the direction sought with a large enough effect; inconclusive means small, poorly fitted or top-dose-only effect, or another doubt; inactive means no such curve, though single readings can be large; an effect the other way counts as inactive or inconclusive. The order is random; about 4.4% have a hit in one of these screens.

compound	A549 viability	Nrf2 block	Nrf2 activator	TGFb inhibitor	CCT modulator	Mm-Cpn inhibitor	ATXN viability	HepG2 viability	Akt phos inh
C(=C\c1ccccc1)/C=N/N1CCN(Cc2ccccc2)CC1	4%	21%	0.9%	-9%	1.2	-3%	i	-158%	i
CCn1cnc2c(Nc3cc(F)cc(F)c3)nc(C#N)nc21	-17%&-2%	u	6.6%	12%	x	3%	i	-10%	x
COC(=O)N1CCCCC1c1cc(C(=O)Nc2cccc3c2CCCC3)no1 (centres undefined)	x	x	2.6%	4%	-1.8	x	i	-4%	i
O=C(COc1ccc(/C=N/NC(=O)CSCc2ccc([N+](=O)[O-])cc2)cc1)NCc1ccco1	3%	u	4.0%	-21%	-2.4	4%	i	14%	i
CCN(C(=O)CSc1ncn[nH]1)C1CCCCC1	18%	5%	-0.4%	-6%	3.3	-1%	i	1%	i
COc1cc(C(=O)Nc2ccc3nc4n(c(=O)c3c2)CCCCC4)cc(OC)c1OC	-1%&2%	u	2.6%&3.8%	-2%&1%	-1.1	0%	u	-13%&-19%	i
O=C(CCCc1nc(-c2ccccc2Cl)no1)NC1CCCCC1	14%	x	-0.7%	11%	-0.5	3%	i	-26%	i
COC(=O)[C@@]1(Cc2ccc(F)cc2)[C@H]2c3cc(C(=O)N4CCCC4)n(CCO)c3C[C@H]2CN1C(=O)c1ccccc1	-5%	-14%	1.1%	-20%	0.3	-3%	i	-17%	i
Cc1ccc(Cn2c(CNC(=O)Cc3cccc([N+](=O)[O-])c3)nc3cccnc32)cc1	0%	x	3.4%	-21%	x	x	x	-8%	x
CCOc1ccc(NC(=O)Cn2cc(C(=O)c3ccc(OCC)cc3)c(=O)c3cc4c(cc32)OCCO4)cc1	0%	10%	-0.8%	-8%	x	x	i	0%	x
COc1cccc2cc(-c3nnc(Nc4ccccc4C)s3)c(=O)oc12	0%	x	0.2%	-5%	x	x	i	3%	x
COc1ccc(CNC(=O)CN(C(=O)c2csnn2)c2ccc3c(c2)OCCO3)cc1	-9%	u	2.0%	18%	-6.2	-1%	i	-2%	i
O=C(Cn1nnc(-c2cccc(C(F)(F)F)c2)n1)N1CCOCC1	0%	x	-0.5%	2%	-1.9	-1%	i	-2%	i
CCOC(=O)C1CC(=O)c2ccccc2C1c1ccccc1 (centres undefined)	0%	5%	0.1%	11%	-3.1	x	i	-7%	i
COc1cc(C2CC(=O)Nc3c2c(=O)n(C)c(=O)n3C)cc(OC)c1OC (centres undefined)	8%	x	-1.4%	u	x	x	i	4%	x
OC[C@@H]1[C@@H](c2ccc(Cl)cc2)C(c2ccc(F)cc2)=NN1c1ccccc1	-6%	1%	0.3%	u	-3.6	u	x	-100%	i
O=C(NNC(=O)c1cccs1)c1ccncc1	3%	-12%	0.2%	7%	-3.3	0%	i	2%	i
Cc1cc(S(=O)(=O)NCCc2ccccc2)ccc1-n1cnnn1	-1%	-20%	0.1%	1%	-0.3	2%	i	16%	i
CNC(=S)N/N=C/c1ccco1	1%	6%	16%	-12%	0.5	-2%	i	-8%	i
Cc1ccc(-n2nc(C(=O)Nc3ccc(C)c(F)c3)c3c4ccccc4n(C)c3c2=O)cc1	4%	15%	2.6%	27%	x	x	i	0%	x
COc1ccc2oc(=O)cc(CN3CCN(Cc4ccccc4)CC3)c2c1	-1%	-17%	4.4%&-0.4%	u	-0.3	x	i	-21%&-21%	i
Cc1cc(C(=O)NN=Cc2ccc(-c3ccc(F)cc3)o2)c(C)o1	12%	1%	0.2%	1%	-1.4	1%	i	-13%	i
O=C(Nc1ccccc1N1CCCCC1)C1CCN(C(=O)c2ccc(Cl)cc2)CC1	-13%	u	5.6%	u	3.9	-4%	i	0%	i
CCc1nc(OCc2ccco2)c2sc3nc4c(cc3c2n1)COC(C)(C)C4	1%	x	10%	u	0.4	0%	i	-11%	i
CC(C)n1c(SC2CCOC2=O)nc2ccccc21 (centres undefined)	-7%	1%	0.0%	-8%	-0.1	1%	i	-1%	i
Cc1ccc(C)c(/C=N/Nc2ccccn2)c1	1%	u	8.9µM*	-2%	2.3	-2%	i	-1%	i
O=S(=O)(c1ccccc1)N1CCN(c2nc(-c3ccc(F)cc3)nc3cc(Cl)ccc23)CC1	8%	-11%	x	-3%	x	x	x	-8%	x
CN(/N=C/c1cc([N+](=O)[O-])ccc1O)c1ccccc1	-5%	4%	13%	6%	-0.2	3%	i	-11%	i
CCOC(=O)c1c(C2CCN(C(=O)OCC)CC2)nc2ccccn12	-5%	u	0.0%	-17%	0.1	0%	i	-9%	i
Cc1cc(C)n(C(=O)c2ccc(C)c(F)c2F)n1	2%	7%	-0.3%	-25%	-1.8	0%	i	9%	i

(more compounds)
compound	A549 viability	Nrf2 block	Nrf2 activator	TGFb inhibitor	CCT modulator	Mm-Cpn inhibitor	ATXN viability	HepG2 viability	Akt phos inh
O=C(NC1CCCCCCC1)C1CCN(c2nc3ccccc3o2)CC1	-13%	x	-0.8%	u	-0.4	-2%	i	-19%	x
CCOC(=O)C1=C(COC(=O)/C=C/c2cccc(Cl)c2)NC(=O)NC1C (centres undefined)	0%	7%	13%	-29%	-0.3	-12%	i	-2%	i
O=C(Nc1ccccc1C(F)(F)F)N1CCC(CN2CCc3ccccc3C2)CC1	-3%	u	0.6%	-18%	x	x	x	-11%	x
COc1cccc2sc(NNC(=O)COc3ccccc3)nc12	13%	2%	5.8%	5%	-1.9	-1%	i	3%	i
Cc1ccc(CNCc2ccco2)cc1	0%	7%	-0.8%	21%	-1.9	-1%	u	-1%	i
Cc1cccc(NC(=O)c2ccc(S(=O)(=O)N(C)c3ccccc3)cc2)n1	4%	u	7.1%	9%	-2.1	1%	i	6%	i
CCOC(=O)C1CCN(C(=O)c2ccc(N3CCCC3=O)cc2)CC1	2%	-4%	-0.3%	u	-0.2	-4%	i	6%	i
COc1ccc(NC(=O)NCCCN2CCCC2=O)cc1	6%	14%	0.3%	19%	-1.7	1%	i	-1%	i
CCOC(=O)c1sc(SC)c2c1CCCC2=O	0%	11%	23%	7%	-0.3	u	i	-10%	i
Cn1cc(C(=O)N2CCN(C(=O)c3ccco3)CC2)c2c3ccccc3n(C)c2c1=O	10%[1.84 µM]	u	-0.8%	4%	-4.1	0%	i	-13%	i
CC12CCC(C(=O)N3CCC(Cc4ccccc4)CC3)(C(=O)C1=O)C2(C)C (centres undefined)	3%	u	0.8%	-4%	0.1	0%	i	-9%	i
CN(C)CCCn1c2c(c(SCC(=O)Nc3nccs3)nc1=O)CCC2	1%	7%	1.2%	4%	-2.3	-1%	i	-40%	i
CC(C)[C@H](NC(=O)c1ccccc1)C(=O)OCC(=O)N1CCN(C(=O)c2ccco2)CC1	0%	-17%	-0.8%	-5%	2.7	4%	i	-19%	i
N/C(=N\OC(=O)c1cccc(Cn2cc(C(F)(F)F)ccc2=O)c1)c1ccc(Cl)cc1	-20%	u	3.5%	-6%	-1.3	-2%	i	-20%	i
CCOc1ccc(NC2=CC(=O)CCC2)cc1	4%	u	-0.4%	3%	-20	-8%	i	-7%	i
CCN(CC)S(=O)(=O)c1cccc(NC(=O)c2cncc(Br)c2)c1	-1%	-5%	-0.2%	2%	0.1	-1%	u	2%	i
COc1cccc(NC(=O)C2CCN(S(=O)(=O)c3ccccc3)CC2)c1	7%	-23%	0.1%	-19%	-2.9	2%	i	-36%	i
COc1ccc(C)cc1NC(=O)C1CCCCC1C(=O)O (centres undefined)	-10%	-5%	-0.3%	-7%	-1.8	0%	i	2%	i
CC(C)(C)c1ccc(C(=O)Nn2c(CCC(=O)O)ccc2-c2cccs2)cc1	1%	-53%	2.4%	-7%	2.2	-3%	i	10%	i
COc1ccc(C2CC(c3ccc4ccccc4c3)=NN2C(=O)CN2CCC(C(N)=O)CC2)cc1 (centres undefined)	-1%	1%	7.6%	-25%	-5.6	3%	i	-62%	i
COC(=O)c1ccc(N2C(=O)C3CC(C)=C(C)CC3C2=O)cc1 (centres undefined)	7%	-4%	0.0%	-2%	-1.2	1%	i	-13%	i
CCN1c2ccccc2-c2nc(SCC(=O)Nc3cc(C)c(Cl)cc3OC)ncc2S1(=O)=O	-1%	0%	3.8%	23%	x	x	i	-1%	x
O=C1c2cccc3cccc(c23)C(=O)N1CCCc1n[nH]c(=S)n1-c1ccccc1	2%	u	-0.1%	-3%	1.9	-1%	i	13%	i
O=C(CN1C(=O)NC2(CCCC2)C1=O)NCCc1ccc(F)cc1	-12%	-11%	-0.8%	13%	-3.1	-2%	i	1%	i
CCn1c(SCC(=O)Nc2cc(C)on2)nnc1-c1ccncc1	-10%	-9%	-0.6%	1%	0.0	-1%	i	1%	x
